# High-throughput results (PubChem BioAssay)
# LMNA splice mod = modulators of lamin A splicing. AID 1487. HeLa LMNA splicing GFP/RFP minigene ratio, 48 h. Potency, µM (doses to about 46.1 µM), inactives show at the top dose ratio change, negative = inhibition, usual class: inhibitors. hit rate 0.01% among 200,000; active means well fitted inhibition curve with a large enough effect in the signal ratio, with a control signal flat, not every such curve was filed as active; inconclusive means small, poorly fitted or top-dose-only effect, or effect the other way, or a change in a side signal; the % refers to the signal ratio; further: potency means the concentration at half of the fitted maximal effect; on the % scale 0 is the no-effect control and ±100 the full control effect
#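 Read-out is the ratio of GFP to DsRed2 object intensity, acquired by 488 nm laser-scanning cytometry on HeLa lamin A-EGFP minigene reporter cells. Compound incubation 48 hrs at 37 °C in Opti-MEM with 2% FBS; DMSO 0.5% final.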
# CBFb RUNX1 block = blocks binding between human CBF-beta and RUNX1. 230,000 tested, under 10 active. Potency, µM (highest dose often 59.8 µM), without a hit: at the highest dose activity, negative = inhibition, hits mostly inhibitors. Q01196+Q13951. AlphaScreen CBFb-His/RUNX1-biotin binding, biochemical; further: % of control where 0% means no effect
#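 AlphaScreen proximity signal reports loss of binding between His-tagged CBF-beta and biotin-labelled RUNX1, each at 30 nM. Proteins are pre-associated for 20 minutes, compounds added for 15 minutes, then beads for 90 minutes, all at ambient temperature.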
# Epigenetic reg = regulators of epigenetic silencing causing reporter derepression in mouse cells | murine LDR cells, GFP reporter derepression, 30 h | Potency, µM (highest dose often 53.9 µM), inactives show top-dose GFP activation, actives largely listed as activators | hit rate 0.2% among 280,000; further: potency means the concentration at half of the fitted maximal effect; % of control where 0% means no effect; nearly all actives have a fitted effect of over 60% in size
#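 In this reporter-derepression format, murine cells bearing a silenced integrated CMV-GFP locus incubate with test compound (30 h, 37 C), then are washed and imaged; fluorescent objects of 20–120 um count as induced cells.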
# NPSR antagonist = neuropeptide S receptor (human) antagonism, cAMP. CHO-NPSR cells, cAMP TR-FRET, antagonist mode. Potency, µM (titrated, usually from 38.3 µM), for the others: at the top dose activity change, negative = inhibition, most hits filed as inhibitors. hit rate 1% among 220,000; further: potency means the concentration at half of the fitted maximal effect; on the % scale 0 is the no-effect control and ±100 the full control effect; nearly all actives have a fitted effect of over 50% in size; many of its hits are not listed in these tables
# Target sequence (Q6W5P4 whole entry, looked up): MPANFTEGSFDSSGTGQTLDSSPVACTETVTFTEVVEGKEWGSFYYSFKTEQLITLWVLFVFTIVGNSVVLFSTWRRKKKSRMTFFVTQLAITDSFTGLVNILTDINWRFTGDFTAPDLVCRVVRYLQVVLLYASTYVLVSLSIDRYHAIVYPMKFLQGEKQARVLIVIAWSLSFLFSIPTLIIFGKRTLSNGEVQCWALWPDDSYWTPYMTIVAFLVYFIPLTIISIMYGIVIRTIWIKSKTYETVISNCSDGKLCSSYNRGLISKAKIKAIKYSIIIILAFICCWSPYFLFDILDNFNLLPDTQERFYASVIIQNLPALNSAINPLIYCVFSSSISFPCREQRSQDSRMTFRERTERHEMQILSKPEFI
# IMPase Li cell = cell-permeable IMPase inhibitors with lithium potentiation. CHO-M1 cells, IP1 TR-FRET (IP-One), carbachol + lithium. Potency, µM (doses to about 59.4 µM), for inactives: top-dose activity, negative = IMPase inhibition, hits mostly inhibitors. hit rate 0.35% among 210,000;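 further: IP1 builds up when IMPase is blocked and the TR-FRET signal falls; potency means the concentration at half of the fitted maximal effect; plate controls were basal vehicle for no effect and high inhibitor control for full effect; nearly all actives have a fitted effect of over 50% in size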
#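 Readout is a homogeneous TR-FRET IP1 immunoassay (Ex 320, Em 665 and 620), where raised cytosolic IP1 lowers signal. Cells were CHO-M1 treated 30 min at 37C with test compounds plus a little lithium; AC50 values came from Hill-equation fitting.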
# KinaseGlo FLuc = counter-screen: inhibitors of Kinase-Glo firefly luciferase | AID 1379 | Q27757 | hit rate 0.28% among 200,000 | Kinase-Glo luciferase, ATP luminescence, 8 min | Potency, µM (highest dose often 38.3 µM), for inactives: at the highest dose activity change, negative = inhibition, hits mostly inhibitors; further: potency means the concentration at half of the fitted maximal effect; on the % scale 0 is the no-effect control and ±100 the full control effect; nearly all actives have a fitted effect of over 60% in size
#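 Inhibition of Kinase-Glo luciferase light generation was assessed at 10 uM ATP in pH 7.2 imidazole buffer, with luminescence measured after eight minutes at ambient temperature.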
# aGal spleen mod = alpha-galactosidase A (human) modulation. Potency, µM (top dose mostly 80 µM), without a hit: at the highest dose activity change, negative = inhibition, usual class: inhibitors. human spleen homogenate, 4MU-alpha-Gal fluorescence, 40 min. hit rate 0.008% among 240,000. AID 2107. P06280;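 further: potency means the concentration at half of the fitted maximal effect; 0% = enzyme with vehicle and -100% = no enzyme basal signal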
# Target sequence (P06280 32-429 limits assumed): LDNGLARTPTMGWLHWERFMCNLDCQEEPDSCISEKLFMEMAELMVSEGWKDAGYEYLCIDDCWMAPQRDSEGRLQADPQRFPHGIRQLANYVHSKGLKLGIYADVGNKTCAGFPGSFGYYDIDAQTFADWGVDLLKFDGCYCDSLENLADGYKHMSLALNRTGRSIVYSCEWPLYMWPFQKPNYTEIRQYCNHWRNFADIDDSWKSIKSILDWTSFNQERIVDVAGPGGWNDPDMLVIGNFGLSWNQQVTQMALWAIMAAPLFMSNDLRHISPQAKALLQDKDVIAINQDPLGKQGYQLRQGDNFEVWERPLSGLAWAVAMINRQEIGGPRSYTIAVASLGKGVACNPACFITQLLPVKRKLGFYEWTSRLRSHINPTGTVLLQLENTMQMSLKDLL
#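 qHTS titration in buffer at pH 5.0. Alpha-galactosidase activity in spleen homogenate was measured via 4-methylumbelliferone release from 1 mM fluorogenic substrate after 40 min at 37C and a pH 10 stop. AC50 came from Hill fits of control-normalized data.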
# * hit, by the source's call; ? = inconclusive; nt = not tested or not shown; [ ] = remark or other dose. Unless noted, the call rests on the fitted dose curve; in most records, active means well fitted curve in the direction sought with a large enough effect; inconclusive means small, poorly fitted or top-dose-only effect, or another doubt; inactive means no such curve, though single readings can be large; an effect the other way counts as inactive or inconclusive.
SMILES,LMNA splice mod,CBFb RUNX1 block,Epigenetic reg,NPSR antagonist,IMPase Li cell,KinaseGlo FLuc,aGal spleen mod
CC(O)CNc1nc2ccccc2n1CC(=O)NC12CC3CC(CC(C3)C1)C2 (stereo not given),?,5%,2.8%,-22%,2%,-1%,3%
COc1ccccc1S(=O)(=O)n1cc(Cc2ccccc2)c(N)n1,-8%,1%,0.0%,-12%,11%,2%,?
S=C(Nc1cccc2ccccc12)NN1CCOCC1,12%,4%,-0.4%,-7%[46.1 µM],3%[38.3 µM],-3%,-1%
Cc1ccc(S(=O)(=O)N[C@@H](CCc2ccccc2)CC(=O)C(C)(C)C)cc1,nt,-8%[13.1 µM],0.0%[10.1 µM],nt,nt,nt,-3%[17.5 µM]
O=C(O)[C@@H]1CCCNC1,-8%,7%[21.7 µM],0.0%[16.9 µM],nt,2%,0%[17.1 µM],5%[29.1 µM]
C(CNC1C2CC3CC(C2)CC1C3)CN1CCOCC1 (stereo not given),nt,15%,-1.1%,22%,nt,nt,3%
CN(C)S(=O)(=O)c1cccc(C(=O)OCC(=O)Nc2sccc2C#N)c1,7%,5%,-1.0%,-9%[46.1 µM],26%[38.3 µM],-7%,-2%
c1ccc2[nH]c(SN3CCOCC3)nc2c1,-2%,12%,-0.9%,-13%[46.1 µM],-3%,1%,5%
Cc1cccc(NC(=S)NNC(=O)c2cc3c(s2)CCC(C)C3)c1C (stereo not given),?,25%,0.0%,10%,-2%,0%,1%
CCCOc1ccc(CSC(=N)N)cc1C(=O)OC,nt,8%,-1.0%,-5%,nt,nt,-5%
Cc1cccc(C(C#N)c2ccc(Cl)nn2)c1 (stereo not given),-15%[46 µM],1%,2.4%,-4%,-1%,-5%,-3%
COc1ccccc1-c1c(C)nn2c(C)cc(C)nc12,-3%,11%,-0.8%,11%[46.1 µM],23%[38.3 µM],1%,3%
O=C(NNC(=O)c1ccccc1-n1cccc1)c1ccc(Cl)cc1Cl,-4%[0.0737 µM],-6%,-2.1%,6%[46.1 µM],-10%[38.3 µM],0%,-4%
Cc1cccc(C)c1-n1nnnc1S(=O)(=O)Cc1ccccc1Cl,?,?,0.4%,-21%[46.1 µM],3%[38.3 µM],1%,6%
Cn1c(N)c(N=Nc2ccc(S(N)(=O)=O)cc2)c(=O)n(C)c1=O,?,-4%,1.1%,4%,13%,-3%[7.66 µM],-2%
COc1cnc(-c2ccccn2)nc1Sc1ccccc1Cl,-5%,?,-1.1%,-23%[46.1 µM],12%[38.3 µM],-2%,4%
CC(=O)Nc1sc(NC(=O)c2ccccc2)nc1-c1cccs1,2%,-2%,-0.8%,-18%[46.1 µM],-8%[38.3 µM],1%,1%
COc1ccc(-c2cc(C(=O)OCC(=O)NC(C)C)c3ccccc3n2)cc1,6%[46 µM],14%,-1.8%,-37%,-1%,-4%,16%
CN(C)c1c(F)cc(C(=O)NCc2ccccc2)cc1F,nt,9%,2.2%,3%,nt,nt,-2%
CN(C)C(CNC(=O)CN1C(=O)NC2(CCc3ccccc32)C1=O)c1ccco1 (stereo not given),-5%,0%,-1.0%,-12%[46.1 µM],28%[38.3 µM],-1%,1%
CCn1c(SCC(=O)N/N=C/c2ccc(O)c(OC)c2)nc2ccccc21,?,2%,1.0%,14%,2%,0%,4%
Cc1cc(C)nc(N(C#N)CN2C(=O)c3ccccc3C2=O)n1,6%,4%,-3.4%,5%[7.67 µM],8%[38.3 µM],0%,?
CCC(C)/C(C)=N/NC(=O)c1ccccc1OCCOc1ccccc1 (stereo not given),-18%[46 µM],8%,-2.6%,?,11%,0%,1%
Cc1ccc(NC(=O)c2cc3cccc([N+](=O)[O-])c3[nH]2)cc1,nt,-4%,-1.3%,24%,nt,nt,-17%
O=C(CNC(=O)c1ccccc1Cl)N/N=C/C=C/c1ccccc1,-20%,-3%,0.0%,6%,0%,0%,5%
SMILES,LMNA splice mod,CBFb RUNX1 block,Epigenetic reg,NPSR antagonist,IMPase Li cell,KinaseGlo FLuc,aGal spleen mod
Cc1cc(C(=O)OCC(=O)NC2CCCCC2)c(C)o1,8%,-2%,-3.0%,-6%[46.1 µM],-6%[38.3 µM],2%,-12%
COC(=O)N/N=C/c1cn(Cc2ccccc2F)c2ccccc12,nt,-1%,-2.6%,-12%,nt,nt,-5%
Cc1cc(NC(=O)c2c(F)cccc2Cl)no1,nt,26%,0.0%,16%,-12%,4%,0%
CC(=O)Nc1ccc(S(=O)(=O)N2CCN(c3nnnn3-c3ccccc3)CC2)cc1,-2%[46 µM],5%,-1.4%,14%,-7%,2%,8%
C[C@]12CCC3c4ccc(OCC(=O)O)cc4CCC3C1CCC2=O (stereo not given in full),nt,-2%,-1.6%,-11%,-6%,-4%[7.66 µM],6%
Fc1ccccc1/C=N/n1c(-c2cccnc2)n[nH]c1=S,nt,1%,0.1%,25%,nt,nt,3%
O=C(CN(Cc1ccc(F)cc1)C(=O)CCC(=O)Nc1ccccn1)NCc1ccco1,-4%,5%,0.2%,-17%[46.1 µM],-7%[38.3 µM],-5%,2%
O=[N+]([O-])c1cccc(OCc2cn3cccnc3n2)c1,nt,-10%,1.8%,5%,-3%,-1%,7%
CCSc1nnc(NC(=O)c2cccnc2Cl)s1,-20%,4%,1.4%,-11%[46.1 µM],0%,-1%,-4%
Cc1cccc(NC(=O)NC2CC3CCC(C2)N3Cc2ccco2)c1 (stereo not given),5%[46 µM],6%,-4.3%,3%,10%,0%,-1%
Cc1nn(C(=O)C2CC2)c(C)c1Sc1ccc(Cl)cc1,?,11%,2.0%,-8%[46.1 µM],5%,-1%,-6%
O=C(Nc1ccc(-c2csc(-c3ccccc3)n2)cc1)c1ccccc1Cl,-9%,3%,0.0%,-17%[46.1 µM],-13%[38.3 µM],-3%,16%
Cc1ccc(Cl)cc1N(CC(=O)NC1CCCCC1)S(C)(=O)=O,2%,1%,0.0%,9%[46.1 µM],3%[38.3 µM],5%,10%
CCOC(=O)Cc1csc(NC(=O)CCS(=O)(=O)Cc2ccccc2)n1,-27%,7%,-2.1%,-6%[46.1 µM],11%[38.3 µM],3%,3%
COc1cc(C)c(S(=O)(=O)N2CCOCC2)c(C)c1C,nt,9%,0.2%,9%,1%,2%,-4%
O=C(COC(=O)c1cccc(O)c1)NCc1ccc2c(c1)OCO2,nt,1%,0.3%,37%,nt,nt,0%
CCCC(=O)NC(NC(=S)Nc1c(C)n(C)n(-c2ccccc2)c1=O)C(Cl)(Cl)Cl (stereo not given),-5%,12%,-2.2%,-2%[46.1 µM],-2%,5%,1%
COc1cc(CNCCSc2nnnn2C)cc(OC)c1OC,-1%,7%,-0.1%,-2%[46.1 µM],12%[38.3 µM],-5%,-6%
COc1ccc(NC(=S)N(CCc2c(C)[nH]c3ccccc23)Cc2ccco2)cc1,?,-1%[2.36 µM],-2.5%,-22%,18%,-1%,-9%
CCC1=Nc2cc(C(=O)NCc3ccco3)ccc2Sc2ccc(C)cc21,?,-17%,0.0%,-11%,-2%,-2%,-1%
CC(C)Cc1ccc(C(C)C(=O)N2CCOCC2)cc1 (stereo not given),-15%,-5%,-2.2%,-11%[46.1 µM],9%,2%,-2%
O=C(NNC(=O)c1cccnc1)NC1CCCCC1,nt,-2%,-1.2%,15%,-10%,1%,1%
CCCNC(=O)C(=O)NCc1ccccn1,19%[46 µM],-1%,-3.1%,11%,1%,5%,4%
Cc1ccccc1/C(N)=N/OC(=O)c1ccc(F)cc1,nt,11%,0.0%,4%,-4%,?,-6%
Cc1ccc(CNC(=O)c2ccc(OCC3CCCO3)cc2)cc1 (stereo not given),-6%,1%,-1.3%,3%,1%,1%,-9%
SMILES,LMNA splice mod,CBFb RUNX1 block,Epigenetic reg,NPSR antagonist,IMPase Li cell,KinaseGlo FLuc,aGal spleen mod
O=C(COC(=O)CNC(=O)c1ccccc1)Nc1ccc2c(c1)OCO2,nt,-12%,-1.1%,8%,20%,0%,4%
CC(C)(C)OC(=O)N1CCC(CNC(=O)c2cccs2)CC1,nt,7%,-1.1%,1%,nt,nt,11%
Cc1cnc(C)c(N2CCN(Cc3nc(-c4ccc(C)o4)oc3C)CC2)n1,nt,8%,-1.1%,-1%,12%,-5%,-7%
O=C1OC(O)C(C(Cl)Cl)=C1Cl (stereo not given),nt,10%[21.7 µM],nt,nt,2%,nt,-24%
COc1cccc(C(=O)Nc2ccc3c(c2)C(=O)c2ccccc2C3=O)c1,-2%,-1%,2.8%,-30%,1%,-5%,-2%
CCN(CC)S(=O)(=O)c1ccc(/C=C/C(=O)OCC(=O)N(C)C)cc1,-10%[46 µM],2%,1.1%,6%,11%,-2%,-2%
CCOC(=O)N1CCN(C(=O)c2ccc(-n3c(=S)[nH]c4ccccc4c3=O)cc2)CC1,3%,4%,-1.0%,-14%,-5%,2%,7%
Cc1cccc(Oc2ccccc2NC(=O)c2cnccn2)c1,8%,6%,-0.6%,-19%[46.1 µM],25%[38.3 µM],-2%,7%
C=CCNS(=O)(=O)c1ccc(OCC(=O)OC)cc1,-4%,2%,0.0%,-10%[46.1 µM],25%[38.3 µM],1%,1%
N#CCc1nn(-c2ccc(Cl)cc2)c(N)c1C#N,-14%,-7%,0.0%,14%,5%,3%,0%
COc1ccc(NC(=S)N(Cc2ccc(Cl)cc2)Cc2ccc(C(=O)O)cc2)cc1Cl,?,1%,-1.8%,-39%,-4%,-2%,-2%
CCCN(CCC)C(=O)CC(c1ccccc1)c1cc(C)ccc1O (stereo not given),-4%,-6%,1.5%,?,32%[38.3 µM],0%,-3%
O=C(NC(Cc1ccccc1)C(=O)O)/C(=C/c1ccccc1)NC(=O)c1cccc(Br)c1 (stereo not given),nt,10%,0.0%,-9%,-14%,-3%,5%
Cc1cc(C)nc(NC(=O)c2cc([N+](=O)[O-])cc([N+](=O)[O-])c2)n1,-1%,-3%,0.3%,10%,3%,3%,-7%
CCOc1cc2[nH]c(=S)n(CCCN3CCCC3=O)c(=O)c2cc1OCC,2%,2%,0.0%,-20%[46.1 µM],28%[38.3 µM],1%,7%
CC(Sc1nnnn1C)C(=O)Nc1ccc(N2CCOCC2)cc1 (stereo not given),0%,-15%,0.3%,-20%[46.1 µM],-9%[38.3 µM],1%,-5%
Cc1c(C)c2cc(Cl)c(O)c(CN(C)C)c2oc1=O,5%,8%,0.0%,18%[46.1 µM],-21%[38.3 µM],2%,?

# An excerpt; count on the stated rates, not on these rows.
